KKLEB tox: cytotoxicity in KKLEB CF airway cells, primary screen, cytotoxicity control for CF NF-kB inhibitor project, cell-based, uHTS, fluorescence assay plates | KKLEB CF airway cells viability, ATPlite luminescence, overnight; hits give low values; cells stimulated with P. aeruginosa culture filtrate | activity change (cytotoxicity), % at 5 µM | actives 0.36% (n = 360,000) | AID 602141, 2011;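 active means corrected activity change at or below -50% at 5 µM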
HIF-2a inh: HIF-2a reporter inhibitors, primary screen, luminescence, 786-0 RCC cells. 786-0 RCC cells HIF-2a reporter, luciferase luminescence, overnight. inhibition, % at 18.8 µM. actives 0.72% (n = 360,000);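 active means inhibition of the luminescence signal of 40% or more relative to plate controls, in a single-dose primary screen at 18.75 µM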
CF NFkB block: inhibitors of PAF-induced NF-kB signaling, primary screen, cell-based, GFP fluorescence, uHTS; KKLEB NF-kB-GFP reporter, GFP fluorescence overnight; actives 0.86% (n = 360,000); AID 588850, 2011; inhibition, % at 5 µM;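 active means at least 50% inhibition at 5 µM, scaled per plate between neutral and stimulator controls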;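 further: PAF is a Pseudomonas aeruginosa culture filtrate used as stimulus; plate controls were PAF-stimulated DMSO wells for no effect and unstimulated DMSO wells for full effect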
PDI inh: inhibitors of human PDI, primary screen, biochemical, turbidity, single point, plate reader; actives 0.052% (n = 350,000); PDI insulin aggregation turbidity, A650, 90 min; inhibition, % at 10 µM; Protein disulfide-isomerase (Homo sapiens), P07237;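 active means mean inhibition across replicates of 30% or more, whatever share of single replicates reach that level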;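 further: absorbance from insulin aggregation driven by PDI reduction with DTT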
NR2E3 ag-1: NR2E3 agonists in two-hybrid cells, primary screen, cell-based, luminescence, CHO-S, Gal4-NCOR/VP16-NR2E3; AID 602229, 2012; luciferase; inhibition of corepressor binding, % at 3.98 µM; actives 0.35% (n = 360,000); Photoreceptor-specific nuclear receptor (Homo sapiens), Q9Y5X4;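 active means inhibition above the mean of all tested compounds plus 3 SD, cut at about 70% in these data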;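 further: 0% = DMSO with NR2E3 transfected cells and 100% = cells lacking NR2E3 construct; higher means lower luciferase signal from less NR2E3 corepressor binding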
Target sequence (Q9Y5X4 whole entry, looked up, the tested form may be a part): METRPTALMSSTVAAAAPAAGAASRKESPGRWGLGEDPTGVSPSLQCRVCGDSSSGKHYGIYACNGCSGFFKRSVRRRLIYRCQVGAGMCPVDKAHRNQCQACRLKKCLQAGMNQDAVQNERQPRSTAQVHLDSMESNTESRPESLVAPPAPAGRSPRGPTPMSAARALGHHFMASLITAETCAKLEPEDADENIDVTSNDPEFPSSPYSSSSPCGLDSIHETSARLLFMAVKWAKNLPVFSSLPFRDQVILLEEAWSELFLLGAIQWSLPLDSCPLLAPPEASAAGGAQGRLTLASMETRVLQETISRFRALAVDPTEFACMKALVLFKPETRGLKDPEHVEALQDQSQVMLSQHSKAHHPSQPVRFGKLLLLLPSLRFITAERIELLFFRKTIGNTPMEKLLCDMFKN
Vif imaging: HIV Vif self-association inhibitors, primary screen, imaging, HEK293T, single point; HEK293T cells, Vif self-association by quenched fluorescence, 24 h; inhibition, % at 7.49 µM; actives 0.35% (n = 340,000); in the data active means inhibition above about 50%, passing the limit was not always enough; further: some results filed as inactive read as strong as hits
Shn3 3UTR inh: reduction of Shn3 3'UTR firefly luciferase signal, primary screen, Schnurri-3 inhibitor project, cell-based, Clone20 osteoblasts, set 2. actives 0.52% (n = 360,000). Clone20 osteoblast Shn3 3'UTR firefly luciferase, 24 h. inhibition, % at 12.5 µM. AID 588674, 2011;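 active means mean inhibition of at least 75% with every replicate also reaching 75%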;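 further: 0% = median of neutral control wells and 100% = pilot-screen positive control compound; some compounds past the cut are filed as inactive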
NR2E3 ag-2: inhibitors of NR2E3-RetCOR corepressor binding, primary screen, NR2E3 agonist project, biochemical, TR-FRET, GST-NR2E3, biotin-RetCOR | Photoreceptor-specific nuclear receptor (Homo sapiens), Q9Y5X4 | 1536-well | inhibition of corepressor binding, % at 4.78 µM | actives 0.12% (n = 320,000) | AID 2300, 2010;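 active means percent inhibition above the cutoff of mean plus 3 SD of all tested compounds, set per screening campaign, cut at about 20% in these data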;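 further: 0% = DMSO wells and 100% = biotin wells as full block of FRET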
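System: GST-tagged NR2E3 plus biotinylated RetCOR corepressor; Amount: 1.35 nM GST-tagged NR2E3 final; Dosing: single nominal compound dose of 4.8 µM; Schedule: 5 h incubation at 4 °C; Technique: TR-FRET with europium anti-GST and streptavidin-D2, 340 nm excitation; Controls: biotin wells as high control, 0.6% DMSO wells as low control.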
MITF TRPM1 inh: inhibitors of MITF-dependent TRPM1 promoter reporter, primary screen, cell-based, SK-MEL-5, single point, luciferase | SK-MEL-5 TRPM1 promoter luciferase, 24 h | inhibition, % at 12.5 µM | actives 0.83% (n = 330,000) | AID 488899, 2010;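 active means mean inhibition across replicates of 60% or more, whatever share of single replicates reaches that level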; further: values of inactives mirror those of a sister screen read the other way
Peg3 prom inh: Peg3 promoter-driven luciferase inhibitors, primary screen, cell-based, HeLa, luciferase luminescence. HeLa PEG-Prom luciferase reporter, overnight. inhibition, % at 20 µM. actives 1.7% (n = 360,000);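 active means inhibition of at least 50% at 20 µM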
CaV13 ICDI inh: Primary screen for inhibitors of IQ motif and Ca2+-dependent inactivation inhibitor domain binding in CACNA1D, Förster resonance energy transfer in living cells, …; HEK cells, CFP/YFP FRET ICDI-IQ, plate reader, 10 min; percent FRET-ratio fall versus neutral wells; inhibition, % at 12.3 µM; actives 0.098% (n = 340,000); AID 743397;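 active means mean replicate inhibition of at least 30% and at least 1% of replicates passing that level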;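 further: 0% = median of the neutral control wells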
Numbers without * were called inactive; / = not tested or not shown.

No. | SMILES | KKLEB tox | HIF-2a inh | CF NFkB block | PDI inh | NR2E3 ag-1 | Vif imaging
1 | O=C(CN1CC=C(c2ccccc2)CC1)Nc1c(Cl)cccc1Cl | -9 | 0 | 7 | 2 | -19 | -1
2 | Cc1ccc(CCN2CC(C(=O)N3CCC4(CC3)OCCO4)CC2=O)cc1 (centres undefined) | -23 | 6 | -8 | -2 | -6 | 2
3 | C=C1C(=O)O[C@@H]2C[C@@H](C)[C@@H]3C=CC(=O)[C@@]3(C)[C@@H](OC(=O)CC(=O)O[C@H]3[C@@H]4C(=C)C(=O)O[C@@H]4C[C@@H](C)[C@@H]4C=CC(=O)[C@]43C)[C@H]12 | -37 | 97* | 80* | -4 | 96* | /
4 | O=C(CN1C2CCC1CC(O)(c1cccnc1)C2)Nc1ccc2c(c1)OCO2 (centres undefined) | 4 | -1 | 14 | 3 | 13 | 3
5 | Cc1nccn1Cc1ccc(Cl)nc1 | 6 | 17 | -28 | -16 | -26 | -3
6 | Cc1ccc2c(c1)C(c1ccccc1)=NCC(=O)N2C | 12 | 33 | 32 | 3 | -19 | -8
7 | CC1CCCC(NC(=O)CNC(=S)N2CC3CC(C2)c2cccc(=O)n2C3)C1C (centres undefined) | 4 | 2 | -13 | 3 | -23 | 6
8 | C/C(=N\N1CCCCCC1)c1c(O)n(C2CCCCC2)c(=O)[nH]c1=O | -10 | -45 | 0 | 0 | -19 | -3
9 | CCOP(=O)(OCC)C(NC(=O)c1ccc(Cl)cc1)=C(Cl)Cl | -6 | 4 | -1 | 1 | -7 | 10
10 | CCS(=O)(=O)NC(C)c1nnc2n1-c1ccc(Br)cc1C(c1ccccc1Cl)=NC2 (centres undefined) | 5 | 6 | 2 | -1 | -15 | 37
11 | CCCCN1C(=O)C(C2c3ccccc3C(=O)N2Cc2ccccc2)C(=O)NC1=S (centres undefined) | 14 | 27 | -10 | 0 | -14 | -11
12 | Cc1ccc(C(=O)c2cc(Br)ccc2N)cc1 | 4 | -187 | 5 | 5 | -58 | -6

No. | Shn3 3UTR inh | NR2E3 ag-2 | MITF TRPM1 inh | Peg3 prom inh | CaV13 ICDI inh
1 | 12 | 0 | 8 | 13 | -2
2 | -11 | 1 | 6 | 8 | /
3 | 96* | 2 | 98* | 105* | -11
4 | 6 | 0 | 1 | 2 | -4
5 | -8 | -2 | 4 | -3 | -7
6 | 2 | 1 | -1 | -4 | -4
7 | 6 | 1 | 5 | -16 | -15
8 | 4 | -2 | 0 | -13 | -5
9 | -2 | 1 | 4 | 2 | /
10 | -6 | 2 | / | -9 | -15
11 | -1 | 1 | 9 | 9 | -5
12 | -39 | -1 | -24 | -38 | -2

Next part:
No. | SMILES | KKLEB tox | HIF-2a inh | CF NFkB block | PDI inh | NR2E3 ag-1 | Vif imaging
13 | CC(=Nc1ccccc1N)c1c(O)n(C)c(=O)[nH]c1=O | 8 | -33 | 11 | 10 | -111 | 0
14 | COc1cccc(C2(O)CCN(CC(=O)Nc3nc(C)cs3)CC2)c1 | -6 | 6 | 12 | 4 | 4 | 1
15 | COP(=S)(OC)Oc1ccc(SC)c(C)c1 | 1 | -17 | 3 | 2 | -6 | 1
16 | COc1ccc(CCNC(=O)c2c(N)n(CCN3CCOCC3)c3nc4ccccc4nc23)cc1OC | -18 | 6 | 16 | 0 | 7 | -4
17 | COc1ccccc1CN1CCN(C(=O)COc2cccc(C)c2)CC1 | -1 | -11 | -2 | 0 | -10 | -1
18 | CCN(CC)c1ccc(/C=C2\C(=O)NC(=S)N(c3ccc(OC)cc3OC)C2=O)o1 | 0 | 13 | -19 | -3 | -19 | 10
19 | Cc1ccsc1-c1nc(CSCC(=O)N2CCC3(CC2)OCCO3)c(C)o1 | -4 | 4 | 0 | 3 | 1 | -2
20 | CC(C)c1cccc(C(C)C)c1O | -23 | -2 | -3 | -1 | -1 | -2
21 | O=C(Nc1ccc(OC(=O)N2CCCC2)cc1)N1CCOCC1 | 10 | -8 | -17 | -3 | -31 | -13
22 | COc1ccccc1C1=NCc2nnc(CSC)n2-c2ccc(Cl)cc21 | 3 | 12 | -8 | 6 | -20 | 5
23 | ClC(Cl)=C(c1ccc(Cl)cc1)c1ccc(Cl)cc1 | -18 | -1 | 4 | 2 | -10 | -1
24 | CNC(=O)Oc1cccc2c1OC(C)(C)O2 | 3 | 17 | 12 | 5 | 7 | 26

No. | Shn3 3UTR inh | NR2E3 ag-2 | MITF TRPM1 inh | Peg3 prom inh | CaV13 ICDI inh
13 | 6 | 2 | -1 | 15 | -20
14 | -10 | 5 | 7 | 1 | -17
15 | -5 | / | 5 | -7 | -5
16 | 8 | 1 | 4 | 47 | -1
17 | 6 | 3 | -5 | 9 | /
18 | 0 | -3 | -9 | 4 | /
19 | 13 | 0 | 8 | 8 | -5
20 | -2 | 5 | -16 | -8 | -5
21 | 4 | 4 | -9 | -1 | -7
22 | -54 | 0 | 2 | 14 | -5
23 | -7 | -3 | 6 | 8 | -4
24 | -18 | / | 3 | -9 | -6

A second format for some results above:
| entry | smiles | KKLEB tox | HIF-2a inh | CF NFkB block | PDI inh | NR2E3 ag-1 | Vif imaging | Shn3 3UTR inh | NR2E3 ag-2 | MITF TRPM1 inh | Peg3 prom inh | CaV13 ICDI inh |
| --- | --- | --- | --- | --- | --- | --- | --- | --- | --- | --- | --- | --- |
| 18 | CCN(CC)c1ccc(/C=C2\C(=O)NC(=S)N(c3ccc(OC)cc3OC)C2=O)o1 | 0 | 13 | -19 | -3 | -19 | 10 | 0 | -3 | -9 | 4 | / |
| 19 | Cc1ccsc1-c1nc(CSCC(=O)N2CCC3(CC2)OCCO3)c(C)o1 | -4 | 4 | 0 | 3 | 1 | -2 | 13 | 0 | 8 | 8 | -5 |
| 20 | CC(C)c1cccc(C(C)C)c1O | -23 | -2 | -3 | -1 | -1 | -2 | -2 | 5 | -16 | -8 | -5 |
| 21 | O=C(Nc1ccc(OC(=O)N2CCCC2)cc1)N1CCOCC1 | 10 | -8 | -17 | -3 | -31 | -13 | 4 | 4 | -9 | -1 | -7 |

Two compounds picked at random from the list so far:
No. | SMILES | KKLEB tox | HIF-2a inh | CF NFkB block | PDI inh | NR2E3 ag-1 | Vif imaging
4 | O=C(CN1C2CCC1CC(O)(c1cccnc1)C2)Nc1ccc2c(c1)OCO2 (centres undefined) | 4 | -1 | 14 | 3 | 13 | 3
17 | COc1ccccc1CN1CCN(C(=O)COc2cccc(C)c2)CC1 | -1 | -11 | -2 | 0 | -10 | -1

No. | Shn3 3UTR inh | NR2E3 ag-2 | MITF TRPM1 inh | Peg3 prom inh | CaV13 ICDI inh
4 | 6 | 0 | 1 | 2 | -4
17 | 6 | 3 | -5 | 9 | /

Assay outcomes (PubChem)

These rows are one share of the data (hit frequency here may not be typical).
